# ARFGAP1 inhibitor: inhibitors of rat ARFGAP1 GAP activity, primary screen, biochemical, fluorescence polarization, GDP tracer; ADP-ribosylation factor GTPase-activating protein 1 (Rattus norvegicus), Q62848; Arfgap1-stimulated ARF1 GTP hydrolysis, GDP FP detection; inhibition, % at 16.5 µM; 360,000 tested, 0.26% active; AID 651572, 2012;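 active = inhibition above a per-plate limit, mean inhibition of low control wells plus 3 SD, cut at about 25% in these data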;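 also: 0% = DMSO wells with enzyme and 100% = wells lacking Arfgap1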
# Target sequence (Q62848 1-136 limits assumed): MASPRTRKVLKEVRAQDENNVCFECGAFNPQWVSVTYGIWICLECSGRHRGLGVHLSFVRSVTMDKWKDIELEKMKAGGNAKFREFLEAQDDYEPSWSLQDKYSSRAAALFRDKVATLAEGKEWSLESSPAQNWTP
#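 Replicates: Single well per compound | Assay system: Truncated rat Arfgap1 GAP domain | Control set: No-Arfgap1 wells (100%) versus DMSO full-reaction wells (0%) | Times: Enzyme reaction 120 min at 25 °C after 20 min preincubation | Reagent: Human ARF1(Δ1-17)-GTP substrate | Measured by: Tracer-displacement fluorescence polarization with EDTA stop, 620/688 nm | Measure: Percent inhibition of Arfgap1-stimulated GTP hydrolysis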
# ASAP1 inh: inhibitors of human ASAP1 ArfGAP activity, primary screen, biochemical, fluorescence polarization; AID 624377, 2012; ASAP1-stimulated ARF1 GTP hydrolysis, GDP FP detection; 360,000 tested, 0.19% active; inhibition, % at 16.5 µM; Arf-GAP with SH3 domain, ANK repeat and PH domain-containing protein 1 (Homo sapiens), …; in the data active = inhibition above about 25%;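 also: 0% = vehicle with enzyme and substrate and 100% = no enzyme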
# Target sequence (Q9ULH1 325-724 limits assumed): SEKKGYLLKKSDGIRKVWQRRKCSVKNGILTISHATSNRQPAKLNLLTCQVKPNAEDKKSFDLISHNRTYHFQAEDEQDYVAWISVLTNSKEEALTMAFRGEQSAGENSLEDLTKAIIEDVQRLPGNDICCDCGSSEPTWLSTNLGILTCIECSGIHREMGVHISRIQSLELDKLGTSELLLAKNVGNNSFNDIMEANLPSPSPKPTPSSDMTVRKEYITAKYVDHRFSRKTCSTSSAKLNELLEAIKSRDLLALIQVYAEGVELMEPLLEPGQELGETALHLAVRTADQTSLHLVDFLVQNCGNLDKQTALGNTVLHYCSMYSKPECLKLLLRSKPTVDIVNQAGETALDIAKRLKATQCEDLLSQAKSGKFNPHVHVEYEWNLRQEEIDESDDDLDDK
# Rev-erbA mod: modulators of Rev-erb alpha DNA binding, primary screen, biochemical, FITC-DNA, fluorescence polarization, uHTS; Rev-erbα–FITC-DNA binding, 90 min; activity, % at 10 µM; 370,000 tested, 0.79% active; AID 1259318, 2017;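 active = activity above about 14%, limit read from the data; passing the limit was not always enough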;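 also: 0% = DMSO wells with 35 nM protein and 100% = DMSO wells with 750 nM protein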
# UHRF1 MBD2 ctr: UHRF1 methylated DNA binding inhibitors, primary screen, counter-screen for MBD2 inhibitor project, biochemical, TR-FRET, human UHRF1, single concentration; E3 ubiquitin-protein ligase UHRF1 (Homo sapiens), Q96T88; UHRF1 binding to methylated oligo; inhibition, % at 4.4 µM; 370,000 tested, 0.75% active; AID 687016, 2013; in the data active = inhibition above about 21%;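 also: UHRF1 SRA domain binding a hemimethylated CpG hairpin DNA probe; 0% = median of test compound wells and 100% = reference inhibitor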
# Tn7 DDE FP: inhibitors of Tn7 peptide binding to fibrin DD(E), primary screen, biochemical, fluorescence polarization, human fibrin, Tn7 probe; 370,000 tested, 0.13% active; FP displacement of FITC-Tn7 peptide from fibrin DD(E); 0% = median of compound wells per plate; inhibition, % at 8.3 µM;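 active = inhibition above the mean of compounds falling within the control limits plus 3 SD of them, cut at about 14% in these data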;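 also: 0% = plate median of compound wells and 100% = 10 µM Aha-Tn7 peptide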
# Target sequence (P02675 whole entry, looked up): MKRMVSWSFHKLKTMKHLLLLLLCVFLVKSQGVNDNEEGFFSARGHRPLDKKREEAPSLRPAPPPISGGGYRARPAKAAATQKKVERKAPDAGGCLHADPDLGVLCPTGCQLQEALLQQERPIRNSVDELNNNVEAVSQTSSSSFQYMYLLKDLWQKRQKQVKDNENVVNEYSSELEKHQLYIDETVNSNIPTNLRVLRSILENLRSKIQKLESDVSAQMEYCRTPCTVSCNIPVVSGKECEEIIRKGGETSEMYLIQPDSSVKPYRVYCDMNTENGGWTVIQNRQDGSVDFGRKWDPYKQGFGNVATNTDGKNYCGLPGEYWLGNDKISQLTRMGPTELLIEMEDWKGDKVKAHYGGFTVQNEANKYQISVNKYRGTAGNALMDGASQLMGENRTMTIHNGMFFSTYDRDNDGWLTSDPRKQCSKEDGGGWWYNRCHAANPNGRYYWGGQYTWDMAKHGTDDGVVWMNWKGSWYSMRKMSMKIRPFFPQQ
#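 assay system = human clot-derived fibrin DD(E) complex | quantity = Fibrin-DD(E) at 2 µM final | timing = 10 min preincubation, 3 h with tracer, room temperature | signal = fluorescence polarization | measure = percent inhibition | benchmarks = high control wells with 10 µM unlabelled Aha-Tn7 peptide (full inhibition) | replicates = singlicate testing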
# Tn6 DDE FP: inhibitors of Tn6 peptide binding to fibrin DD(E), primary screen, biochemical, fluorescence polarization, human fibrin, Tn6 probe; Fibrinogen beta chain (Homo sapiens), P02675; Fibrin DD(E) TRITC-Tn6 fluorescence polarization displacement; inhibition, % at 8.3 µM; 370,000 tested, 0.21% active; AID 720509, 2013;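 active = inhibition above a per-campaign cutoff: mean of compounds within control limits plus 3 SD, cut at about 15% in these data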;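 also: 0% = median of all compound wells on the plate and 100% = blocking peptide control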
# PLCg1 inh: PLC-gamma1 enzyme inhibitors, primary screen, biochemical, fluorescence, purified enzyme; fluorogenic substrate; inhibition, % at 12.2 µM; 370,000 tested, 0.84% active; in the data active = inhibition above about 9.5%
# HGIII-sPLA2 inh: human group III sPLA2 inhibitors, primary screen, biochemical, QFRET, BODIPY PC-A2 liposome substrate; QFRET BODIPY PC-A2 liposome hydrolysis, fluorescence; inhibition, % at 12.2 µM; 370,000 tested, 0.56% active; Group 3 secretory phospholipase A2 (Homo sapiens), Q9NZ20;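 active = inhibition above mean plus 3 SD of compounds lying within the high and low control bounds, cut at about 19% in these data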;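 also: 0% = median of test compound wells and 100% = no enzyme DMSO wells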
# PLC-beta3 inh: human PLC-beta3 inhibitors, primary screen, biochemical, fluorescence | Purified PLC-beta3, fluorogenic substrate | 370,000 tested, 0.18% active | 1-phosphatidylinositol 4,5-bisphosphate phosphodiesterase beta-3 (Homo sapiens), Q01970 | inhibition, % at 12.2 µM; in the data active = inhibition above about 11%;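 also: 0% = median of compound wells on plate and 100% = full blocker control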
# proKLK7 act: proKLK7 zymogen activators, primary screen, biochemical, fluorescence intensity | Kallikrein-7 (Homo sapiens), P49862 | purified proKLK7, EDANS-DABCYL substrate fluorescence; 100% is mature enzyme control, 0% vehicle | activation, % at 7 µM | 370,000 tested, 0.9% active | AID 652039, 2013;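 active = activation above the mean of all tested compounds plus 3 SD, computed per campaign excluding outliers beyond control limits, cut at about 13% in these data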
# * marks the source's active call; other numbers are inactive results; x = no result given. Compounds as they come (roughly 4.5% active in at least one column).
SMILES,ARFGAP1 inhibitor,ASAP1 inh,Rev-erbA mod,UHRF1 MBD2 ctr,Tn7 DDE FP,Tn6 DDE FP,PLCg1 inh,HGIII-sPLA2 inh,PLC-beta3 inh,proKLK7 act
COc1cc(OC)c(N(C)S(=O)(=O)c2cccc(C(=O)NC(C)C3CC4CCC3C4)c2)cc1Cl (stereo not given),12,1,7,-2,9,-8,0,8,-7,1.0
O=C(COC(=O)/C=C/c1cccc(C(F)(F)F)c1)NC1CCCCCC1,-2,0,10,16,0,-3,1,8,-6,0.8
O=C(NC1CCCCC1)C(c1ccc2ncccc2c1)N(Cc1ccc(F)cc1)C(=O)c1cccs1 (stereo not given),9,-5,-4,0,2,-2,4,0,0,0.3
CCOC(=O)c1c(O)c2ccccc2n(-c2ccccc2)c1=O,-2,3,-8,0,-5,3,-6,1,-6,-1.0
O=C(Cn1nnc(-c2ccccc2NC(=O)C2CC2)n1)NC1CCCCC1,16,11,-6,9,-2,-2,11*,14,3,0.8
O=C(NCc1ccccc1)c1cncc(Br)c1,-12,1,-4,-4,7,2,-2,-2,1,0.6
CCOc1ccc(C(=O)C(C)OC(=O)c2nc(Cl)ccc2Cl)cc1 (stereo not given),2,6,2,3,-2,-3,-1,-4,1,1.2
Cc1cc(O)ccc1-c1cnc2ccccc2n1,-18,-1,8,-2,-7,-8,-7,-10,-26,-0.2
COC(=O)C1=C(C)N(Cc2ccc(C(F)(F)F)cc2)C(=NCc2ccc(OC)cc2)NC1c1ccccc1 (stereo not given),3,6,8,0,5,6,3,21*,-2,-0.4
Cc1ccc(S(=O)(=O)N(C)C[C@@H]2Oc3ccc(NS(C)(=O)=O)cc3CC(=O)N([C@H](C)CO)C[C@@H]2C)cc1,6,4,-3,4,1,-4,1,-8,1,0.5
CCOC(=O)C(c1ccccc1)C(Nc1ccc(F)cc1)c1ccccn1 (stereo not given),12,-6,-6,-3,0,3,2,-1,-7,0.5
CCN(C(=O)Cc1nc(N)n[nH]1)C1(C(=O)Nc2ccccc2)CCCCC1,3,-5,4,0,0,-3,-1,1,-4,0.0
c1cc(-c2ccc3c(c2)CCO3)n2cnnc2c1,-6,1,0,0,0,13,-17,11,-27,-0.1
CC(=O)OC1COC(n2ccc3cc([N+](=O)[O-])ccc32)C(OC(C)=O)C1OC(C)=O (stereo not given),-11,-1,-1,0,-1,-8,-2,1,3,-0.4
O=C(Nc1ccc(N2CCN(C(=O)c3ccco3)CC2)c(Cl)c1)c1cccs1,6,2,3,0,-2,-10,5,2,1,-0.1
Cc1ccc(S(=O)(=O)N2CCC(NC(=O)c3cccc(C)c3)CC2)cc1,2,5,0,3,3,-2,-2,8,0,0.1
Cc1cc(NC(=O)CSc2nnnn2-c2ccc(C)c(C)c2)no1,-17,3,-3,-2,0,4,0,-19,-4,-0.4
Cc1cccc(NC(=O)c2cc(Cl)nc3ccccc23)c1,3,0,-5,2,2,3,2,7,0,0.5
CC(=O)Nc1cccc(NC(=O)Nc2ccc(C(C)=O)cc2)c1,4,-11,6,3,-4,0,-4,-1,2,0.1
O=C(CSc1n[nH]c(-c2ccco2)n1)Nc1ccccc1F,4,-13,1,-3,-11,-1,2,-6,2,-0.4
CCn1c(/N=C/c2ccc(OC)cc2O)nc2ccccc21,11,-11,3,-1,-10,4,-6,-2,-11,-0.4
O=C(c1ccccc1OCc1ccccc1Br)N1CCN(c2ncccn2)CC1,3,0,4,-2,-3,-2,-3,-4,-5,0.2
Oc1ccccc1N1CCN(C(=S)NCCc2ccccc2)CC1,-19,5,3,-1,3,-5,5,14,3,-0.5
CC(C)Cc1nc(NCCN2CCOCC2)c(C#N)c2c1COC(C)(C)C2,14,3,-9,-3,1,5,-4,2,-5,0.5
O=c1[nH]c(/C=C\c2ccc(O)c(O)c2)nc(O)c1[N+](=O)[O-],1,-10,-2,5,-5,-3,2,1,1,0.3

# Rewritten with bars between the fields: entries from further up
mol | ARFGAP1 inhibitor | ASAP1 inh | Rev-erbA mod | UHRF1 MBD2 ctr | Tn7 DDE FP | Tn6 DDE FP | PLCg1 inh | HGIII-sPLA2 inh | PLC-beta3 inh | proKLK7 act
CC(=O)Nc1cccc(NC(=O)Nc2ccc(C(C)=O)cc2)c1 | 4 | -11 | 6 | 3 | -4 | 0 | -4 | -1 | 2 | 0.1
Cc1cccc(NC(=O)c2cc(Cl)nc3ccccc23)c1 | 3 | 0 | -5 | 2 | 2 | 3 | 2 | 7 | 0 | 0.5

# The list continues:
SMILES,ARFGAP1 inhibitor,ASAP1 inh,Rev-erbA mod,UHRF1 MBD2 ctr,Tn7 DDE FP,Tn6 DDE FP,PLCg1 inh,HGIII-sPLA2 inh,PLC-beta3 inh,proKLK7 act
CC1CCN(C(=O)C2CCN(S(=O)(=O)c3cccc4nsnc34)CC2)CC1,3,-9,-1,10,-2,7,1,-3,1,0.5
O=S1(=O)CCOC[C@H](Cc2ccccc2)N1Cc1cccc(C(F)(F)F)c1,3,-2,6,6,-1,2,3,7,4,-0.6
Cc1onc(-c2ccccc2Cl)c1C(=O)N1CCC(C(N)=O)CC1,32*,-9,1,7,-2,-5,1,12,-7,-0.2
COc1ccc(CCNC(=O)CC(=O)N/N=C/c2ccc(Br)cc2)cc1OC,8,4,8,-2,-4,-4,5,-15,-3,-0.1
Cc1ccccc1NC(=O)C1CCCN(S(=O)(=O)c2ccc(-n3cnnn3)cc2)C1 (stereo not given),-7,-9,1,-2,-1,-2,0,-1,-5,0.2
O=C(CNC(=O)c1ccccc1F)N/N=C/c1cn[nH]c1-c1ccccc1,11,-4,4,1,-1,-2,0,6,-5,-0.1
CCOC(=O)N1CCC(NC(=O)CC2C(=O)NCCN2Cc2ccc(C)cc2)CC1 (stereo not given),-4,5,-3,-5,6,8,-10,0,-19,0.1
CCCc1cc(=O)oc2cc(OCC(=O)NC(Cc3c[nH]c4ccc(O)cc34)C(=O)O)c(Cl)cc12 (stereo not given),5,8,-3,1,-5,-4,-5,-17,-11,0.8
Cc1ccnc(NS(=O)(=O)c2ccc(NC(=O)c3ccc(N4C(=O)CCC4=O)cc3)cc2)n1,-1,-8,1,6,-2,0,0,-2,-1,-1.0
COC(=O)CC1C(=O)NCCN1C(=S)NC(=O)C(c1ccccc1)c1ccccc1 (stereo not given),-5,-5,3,-4,0,4,2,6,3,0.1
Cc1ccc(Nc2c([N+](=O)[O-])c(=O)oc3ccccc23)cc1C,0,-7,-1,5,-5,-13,2,-5,-4,0.4
CCOC(=O)N1CCN(C(=O)CN(c2cc(Cl)ccc2OC)S(=O)(=O)c2ccccc2)CC1,-2,-13,-4,2,-3,7,2,-6,1,-0.1
COc1ccc(CS(=O)(=O)CC(C)(O)c2ccc(Cl)cc2)cc1 (stereo not given),-4,-17,-3,-3,4,2,3,-3,-3,0.1
COc1cc(OC)c(OC)cc1CN1CCN(Cc2cccn2C)CC1,-1,-2,-3,1,7,9,-4,3,-6,-0.7
NS(=O)(=O)c1ccc(CCNC(=O)COC(=O)COc2cccc(C(F)(F)F)c2)cc1,1,5,4,-3,-1,-3,0,12,1,-0.3
CCOc1ccc(C(=O)C[n+]2cccc3cc(C)ccc32)cc1,1,1,-1,0,4,0,-17,0,-27,-0.4
Cn1c(=O)n(C)c2cc([N+](=O)[O-])c(N3CCN(S(=O)(=O)c4ccccc4)CC3)cc21,-5,2,8,-1,10,3,-3,8,-1,0.1
Cn1c(=O)c2c(nc(NNC(=O)C(F)(F)F)n2C)n(C)c1=O,-7,5,-7,5,2,4,1,1,-7,-0.5
COc1cc(SC)ccc1C(=O)Nc1ccc2c(c1)OCCO2,3,-5,x,3,4,7,-4,6,-13,0.7
CCCCn1c(NCCO)nc2ccccc21,11,-3,-7,4,5,3,-1,11,0,-0.1
CCN(CC)Cc1ccc(OC)c(Cl)c1,-3,4,0,1,-7,-10,0,-1,-5,-0.4
CCCOc1ccc(C(=O)N(CC(C)C)c2c(N)n(Cc3ccccc3)c(=O)[nH]c2=O)cc1,3,-1,10,6,-8,-7,0,-9,-5,-0.3
C/C(=N\NC(=O)c1c(Br)cnn1C)c1ccc(NC(=O)c2ccc(F)cc2)cc1,5,0,-1,5,11,-1,-3,8,-6,0.5
CC1=CC(c2ccc(Cl)cc2)n2ncnc2N1 (stereo not given),-3,-1,-1,2,9,5,-105,-1,-102,0.0

# Records above marked active in HGIII-sPLA2 inh.
Compound,ARFGAP1 inhibitor,ASAP1 inh,Rev-erbA mod,Tn7 DDE FP,Tn6 DDE FP,PLCg1 inh,HGIII-sPLA2 inh,PLC-beta3 inh,proKLK7 act
COC(=O)C1=C(C)N(Cc2ccc(C(F)(F)F)cc2)C(=NCc2ccc(OC)cc2)NC1c1ccccc1 (stereo not given),3,6,8,5,6,3,21*,-2,-0.4

# An excerpt from above in order of the ARFGAP1 inhibitor value, low to high:
mol	ARFGAP1 inhibitor
Cn1c(=O)n(C)c2cc([N+](=O)[O-])c(N3CCN(S(=O)(=O)c4ccccc4)CC3)cc21	-5
CCOC(=O)N1CCN(C(=O)CN(c2cc(Cl)ccc2OC)S(=O)(=O)c2ccccc2)CC1	-2
COc1cc(SC)ccc1C(=O)Nc1ccc2c(c1)OCCO2	3
C/C(=N\NC(=O)c1c(Br)cnn1C)c1ccc(NC(=O)c2ccc(F)cc2)cc1	5
CCCCn1c(NCCO)nc2ccccc21	11

# By substructure, those above containing a furan ring, fused or not
SMILES,ARFGAP1 inhibitor,ASAP1 inh,Rev-erbA mod,UHRF1 MBD2 ctr,Tn7 DDE FP,Tn6 DDE FP,PLCg1 inh,HGIII-sPLA2 inh,PLC-beta3 inh,proKLK7 act
O=C(Nc1ccc(N2CCN(C(=O)c3ccco3)CC2)c(Cl)c1)c1cccs1,6,2,3,0,-2,-10,5,2,1,-0.1
O=C(CSc1n[nH]c(-c2ccco2)n1)Nc1ccccc1F,4,-13,1,-3,-11,-1,2,-6,2,-0.4
